MITF act: increases MITF-driven TRPM1 promoter luciferase signal; 0.75% of 300,000 active; SK-MEL-5 TRPM1-promoter luciferase, 24 h; % of positive control, neutral wells = 0; activation, % at 12.5 µM;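 active = mean activation of at least 80% with every replicate also reaching 80%; inconclusive = mean reaches 80% but some replicate falls short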;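 also: 0% = neutral control wells and 100% = parthenolide positive control wells; values of inactives mirror those of a sister screen read the other way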
SR-BI DiI-HDL act: enhances SR-BI lipid uptake from DiI-HDL; CHO ldlA[mSR-BI] cells, DiI-HDL uptake fluorescence, 3 h; 100 = double the neutral-control signal; activation, % at 12.5 µM; 0.096% of 320,000 active;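 active = mean replicate activation of at least 60% and every replicate at or above 60%; inconclusive = mean or all-replicate condition met, but not both; inactive = mean below 60% and not all replicates reaching 60%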;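 also: 0% = median plate neutral-control signal and 100% = twice that signal; values of inactives mirror those of a sister screen read the other way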
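system = CHO ldlA[mSR-BI] cells, LDL receptor-null, SR-BI overexpressing | medium = Ham's F12 with 0.5% BSA, HEPES 25 mM, pH 7.4 | probe or stimulus = DiI-HDL 10 µg/mL | compound dosing = single-point compound dose | incubation = compound exposure 3 h, 37 °C | technique = DiI fluorescence, bottom read | read-out = cell-associated DiI fluorescence as measure of HDL uptake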
NSD2 HMT inh: inhibitors of human histone methyltransferase NSD2. O96028. NSD2 peptide methylation, AlphaScreen, 120 min. inhibition, % at 12.5 µM. 0.54% of 310,000 active; in the data active = inhibition above about 50%
DSG3 Ab inh: blocks pemphigus antibody binding to human desmoglein-3 | AID 588358 | DSG3-coupled beads, scFv-anti-DSG3-GFP binding, flow cytometry; stronger effect = lower value | binding (percent of control), % at 10 µM | 0.48% of 310,000 active;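 active = binding more than 3 SD below its plate's average and above zero; inconclusive = below that plate limit but binding exactly zero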;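 also: hits lower antibody fragment binding to DSG3; some compounds called inactive have numbers as strong as hits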
Target sequence (P32926 whole entry, looked up, the tested form may be a part): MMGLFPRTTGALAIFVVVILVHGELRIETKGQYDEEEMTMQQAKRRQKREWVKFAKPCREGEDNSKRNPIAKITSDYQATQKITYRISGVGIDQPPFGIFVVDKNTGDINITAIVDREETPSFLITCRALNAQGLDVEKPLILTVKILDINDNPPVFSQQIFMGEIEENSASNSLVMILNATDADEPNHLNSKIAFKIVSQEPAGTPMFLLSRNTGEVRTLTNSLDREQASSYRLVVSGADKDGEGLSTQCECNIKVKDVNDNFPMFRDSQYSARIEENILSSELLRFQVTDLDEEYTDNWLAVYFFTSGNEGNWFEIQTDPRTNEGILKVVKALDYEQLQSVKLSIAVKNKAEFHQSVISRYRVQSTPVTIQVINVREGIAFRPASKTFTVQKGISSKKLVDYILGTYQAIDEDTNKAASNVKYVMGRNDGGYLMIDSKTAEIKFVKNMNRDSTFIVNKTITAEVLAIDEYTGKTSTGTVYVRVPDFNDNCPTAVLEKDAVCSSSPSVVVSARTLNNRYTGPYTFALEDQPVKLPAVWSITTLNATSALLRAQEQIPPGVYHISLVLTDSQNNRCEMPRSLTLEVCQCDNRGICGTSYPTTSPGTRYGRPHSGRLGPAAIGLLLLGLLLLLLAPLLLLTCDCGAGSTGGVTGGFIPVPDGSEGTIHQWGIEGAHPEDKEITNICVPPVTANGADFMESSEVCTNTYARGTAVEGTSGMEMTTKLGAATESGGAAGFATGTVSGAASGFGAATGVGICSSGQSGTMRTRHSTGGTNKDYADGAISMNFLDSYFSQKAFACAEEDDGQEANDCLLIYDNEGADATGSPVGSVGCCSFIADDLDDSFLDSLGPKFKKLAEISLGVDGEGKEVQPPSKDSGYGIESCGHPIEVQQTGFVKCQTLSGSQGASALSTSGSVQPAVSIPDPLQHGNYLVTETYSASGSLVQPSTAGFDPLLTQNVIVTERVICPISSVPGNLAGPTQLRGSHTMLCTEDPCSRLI
dFosB activator: mouse delta FosB homodimer activation | activation, % at 25 µM | P13346 | purified delta FosB, TAMRA-CDK5 oligo fluorescence polarization; percent of positive-control signal above neutral wells | 0.99% of 340,000 active | AID 493131;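 active = mean activation above about 17%, with every replicate also reaching it, limit read from the data, passing the limit was not always enough; inconclusive = only one of the two conditions met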;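 also: fluorescence polarization rise as delta FosB binds a TAMRA Cdk5 AP-1 oligo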
SUMO Mot1 rescue: blocks SUMOylation pathway, rescuing yeast Mot1-301 growth; AID 2716; 1% of 320,000 active; S. cerevisiae Mot1-301 growth rescue, ATP luminescence, 38.5C; percent above DMSO median, 100 means doubled; growth rescue, % at 18.8 µM;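 active = every valid replicate shows activation above 250% relative to neutral control wells; inactive = the rest, any valid replicate at or below 250%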;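 also: OY570 slx delta 5 strain wells were the positive control but not used for scaling; some compounds called inactive have numbers as strong as hits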
PKA-R2B act: PKA-R2B complex activation | PKA-R2B holoenzyme dissociation, Cy5-IP20 fluorescence polarization; R2B truncated from residue 108, S112A mutant; 0% DMSO only, 100% 113 µM cGMP | 0.079% of 340,000 active | P22694+P31323 | AID 504700 | activation, % at 11.4 µM;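 active = activation above a cutoff set at the mean over all compounds plus 3 SD, cut at about 18% in these data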;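 also: higher means more holoenzyme dissociation and a rise in polarization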
Arr AP2 block: inhibitors of human beta-arrestin and AP2 interaction | FITC-arrestin peptide / GST-AP2 beads, flow cytometry; AP2 beta2 appendage carries R879A mutation | inhibition, % at 10 µM | 0.31% of 340,000 active | AID 504490;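 active = inhibition above a set limit, near 3 SD of compounds lacking own fluorescence, cut at about 54% in these data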;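 also: plate controls were DMSO wells for no effect and 5 µM unlabelled arrestin peptide for full effect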
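Test system: GST-tagged AP2 beta2-adaptin appendage (R879A) on 4 µm glutathione beads; also added: fluorescein-tagged arrestin peptide at 50 nM final; timing: 12 min plus 1 h, RT; signal: flow cytometry, FL1 (488/535 nm); read-out: percent drop in bead-associated FITC signal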
PKA-R1A activ: activators of PKA-R1A complex | P00514+P68181 | PKA-R1A dissociation, Cy5-IP20 fluorescence polarization; scaled: DMSO 0%, 113 µM cGMP 100% | activation, % at 11.4 µM | 0.083% of 340,000 active | AID 504707;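 active = percent activation above the mean of all tested compounds plus 3 SD, cut at about 19% in these data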;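 also: higher means more PKAc released from R1A so a rise in polarization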
CDK5 p35 inh: CDK5/p35 (human) kinase inhibition; Recombinant CDK5/p35, ADP-Glo luminescence, 60 min; inhibition, % at 10 µM; 0.01% of 330,000 active; AID 488839;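 active = highest replicate inhibition of at least 50% and at least 75% of replicates reaching 50%; inconclusive = only one of the two criteria met; inactive = both criteria failed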;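 also: plate controls were DMSO neutral control for no effect and GW8510 at 10 µM for full effect; many of its hits are not listed in these tables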
SR-BI HDL uptake: blocks mouse SR-BI lipid uptake from DiI-HDL; Q61009; ldlA[mSR-BI] CHO cells, DiI-HDL uptake fluorescence, 3 h; inhibition, % at 12.5 µM; 0.96% of 320,000 active; AID 488896;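 active = mean replicate inhibition of at least 70% and a set share of replicates each scoring 70 or more; inconclusive = meets just one of the two criteria; inactive = fails both criteria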;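 also: 0% = median of neutral control wells and 100% = median of positive control wells; values of inactives mirror those of a sister screen read the other way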
Numbers without * were called inactive; ? = inconclusive; nt = not tested or not shown. Rows are unselected. About 4.7% of those tested had a hit in this group.

SMILES | MITF act | SR-BI DiI-HDL act | NSD2 HMT inh | DSG3 Ab inh | dFosB activator | SUMO Mot1 rescue | PKA-R2B act | Arr AP2 block | PKA-R1A activ | CDK5 p35 inh | SR-BI HDL uptake
Cc1ccc2nc(N(CCCN(C)C)C(=O)c3cc(-c4cccs4)nc4ccccc34)sc2c1 | -45 | -30 | 1 | 113 | -19 | -11 | 0 | 15 | -5 | 1.8 | 30
CN(C)S(=O)(=O)c1ccc(C(=O)Nc2ccccc2C(=O)NCCCN2CCOCC2)cc1 | -6 | 18 | -2 | 106 | -5 | -14 | -1 | -3 | -3 | -0.4 | -18
CN1C(=O)S/C(=C/c2cccnc2)C1=O | -8 | 3 | 0 | 98 | -10 | -10 | -9 | 19 | 9 | 0.4 | -3
CCCn1c(N)c(C(=O)CN(C)CC(=O)Nc2ccc(C)cc2)c(=O)[nH]c1=O | 2 | 9 | 1 | 102 | -13 | nt | 13 | -6 | 4 | -2.2 | -9
NS(=O)(=O)c1ccc(NC(=O)COC(=O)CNC(=O)C23CC4CC(CC(C4)C2)C3)cc1 | -3 | 9 | -5 | 105 | -3 | nt | -9 | -4 | 10 | -6.7 | -9
O=C(NC(=S)Nc1nc2ccc(F)cc2s1)c1ccco1 | 11 | -23 | -8 | 95 | 1 | 3 | -5 | -4 | -1 | 0.2 | 23
CC(=O)c1c(C)nc(C)nc1NC(=O)Cc1ccccc1 | 0 | 24 | 1 | 90 | -6 | -10 | 0 | 3 | 0 | -1.1 | -24
Cc1cnc(C)c(N2CCN(Cc3nc(-c4ccc(C)o4)oc3C)CC2)n1 | -10 | -16 | 2 | 100 | -5 | 5 | -6 | -1 | 8 | -0.4 | 16
O=C(Cc1nnc(NC(=O)Nc2ccccc2)s1)NCc1ccccc1 | 4 | -3 | -4 | 70 | 8 | nt | 11 | 2 | -4 | 0.4 | 3
CN(c1ccccc1)c1ccc(/C=C(/CCC(=O)O)c2nc3ccccc3s2)cc1[N+](=O)[O-] | -12 | -6 | nt | nt | -12 | nt | -5 | 0 | -11 | -3.7 | 6
S=C(Nc1ccccc1Cl)N(Cc1ccccc1)Cc1ccccn1 | -8 | -17 | 3 | 108 | -11 | 8 | -12 | 22 | -2 | 0.1 | 17
Cc1nn(CC(=O)Nc2ccc3c(c2)CCC3)c(C)c1[N+](=O)[O-] | 7 | -15 | -1 | 105 | -1 | 43 | -6 | 6 | -14 | -2.7 | 15
Brc1ccc(C2Nc3cccc4cccc(c34)N2)o1 | -16 | 13 | nt | 103 | ? | 9 | 12 | 54* | -4 | 2.7 | -13
O=C(CC1C(=O)NCCN1C(=O)c1ccc(Cl)cc1)Nc1ccc(F)cc1 (stereo not drawn) | 2 | 13 | -2 | 100 | -2 | -8 | 5 | 15 | -1 | -2.5 | -13
COc1cccc([C@@H]2CC=C(C(=O)O)CN2S(=O)(=O)c2ccc(C)cc2)c1 | -3 | -2 | nt | 105 | -3 | 5 | -5 | 11 | 6 | -2.0 | 2
CC(C)CCNC(=O)COc1ccc2c(c1)C(=O)CC(C)(C)O2 | nt | 7 | nt | 98 | -5 | 68 | 0 | 14 | 0 | 0.2 | -7
COc1ccc(N(CC(=O)NCc2ccco2)C(=O)CNS(=O)(=O)c2ccc(Cl)cc2)cc1 | -7 | -6 | 1 | 88 | -10 | 11 | -13 | -4 | -10 | -3.6 | 6
COc1ccc(CNC(=O)CCS(=O)(=O)c2cccc3nonc23)cc1 | nt | 10 | nt | 99 | -4 | 51 | 2 | 3 | -4 | -3.7 | -10
COc1ccccc1C(=O)NC(=S)NNC(=O)c1sc2ccccc2c1Cl | -18 | 1 | 0 | 74 | -8 | -3 | -2 | 15 | -8 | -3.1 | -1
Cc1cc(C)c2nc(NC(=O)C3CC(=O)N(Cc4ccco4)C3)sc2c1 (stereo not drawn) | 4 | -43 | 3 | 94 | -15 | 10 | -7 | 19 | 3 | 0.5 | 43
COc1ccc(N(CC(=O)NC2CCCCC2)S(=O)(=O)c2c(C)[nH]c(=O)[nH]c2=O)cc1 | 5 | 25 | nt | 103 | -10 | -16 | -2 | -2 | -12 | 0.1 | -25
Cn1c(SCC(=O)Nc2ccccc2-c2ccccc2)nnc1-c1ccco1 | -7 | -8 | 6 | 99 | 1 | -1 | -5 | 17 | -4 | 2.7 | 8
CCn1cc(CN2CCC(C(=O)Nc3ccc(Oc4ccccc4F)cc3)CC2)c(C)n1 | 3 | 0 | 3 | 115 | -27 | -6 | 4 | 19 | 2 | -0.2 | 0
CCCOc1ccc(S(=O)(=O)Nc2ccccn2)c2ccccc12 | 3 | 26 | 2 | 100 | -13 | -2 | 3 | -10 | -4 | 0.1 | -26
O=C(Nc1ccccc1-c1nc2ccccc2[nH]1)c1ccc(S(=O)(=O)N2CCCCC2)cc1 | 6 | -6 | 0 | 96 | -10 | nt | 3 | 1 | -3 | 0.1 | 6
CCOC(=O)C1=C(C)C2C3C(=O)N(c4ccc(C)cc4C)C(=O)C3C1(C)C1C(=O)N(c3ccc(C)cc3C)C(=O)C21 (stereo not drawn) | 9 | 1 | 5 | 98 | -11 | -5 | -13 | 2 | 8 | -1.2 | -1
COc1ccc(C(=O)N/C(=C\c2cccs2)C(=O)N2CCN(C)CC2)cc1OC | 4 | -14 | -2 | nt | -3 | 146 | -2 | 9 | -1 | 1.7 | 14
Cc1cccc(NS(=O)(=O)c2csc(C(N)=O)c2)c1C | -1 | 20 | -3 | 102 | 11 | 174 | -1 | 22 | -7 | 0.0 | -20
CCCn1c(N)c(C(=O)CSc2nc3ccccc3c(=O)n2Cc2ccccc2)c(=O)[nH]c1=O | -6 | 2 | 2 | 117 | -12 | -18 | -17 | 9 | 3 | -1.6 | -2
CCOc1ncccc1C(=O)OCc1c(Cl)cccc1Cl | -3 | 11 | 21 | 98 | -2 | 14 | -8 | 34 | -2 | -0.3 | -11
CC(C)(C)n1nnnc1C(c1cccc(C#N)c1)N1CCN2CCCC2C1 (stereo not drawn) | -10 | 22 | 4 | nt | -1 | 228 | 0 | 37 | -4 | -1.4 | -22
O=C(Cc1cccs1)NCc1cccc(F)c1 | 17 | 22 | -2 | 107 | 2 | 397 | 2 | -8 | -4 | -5.3 | -22
O=c1[nH][nH]cc1C=NCc1cccnc1 | 5 | 16 | -3 | 87 | 4 | 9 | -12 | 3 | 2 | -0.4 | -16
CCC(=O)Nc1cccc(-c2nc3ncccc3o2)c1C | 8 | 7 | -1 | 103 | -8 | -7 | 0 | 4 | -3 | 1.3 | -7
CC1C(=O)CC(c2ccccc2)NC1c1ccccc1 (stereo not drawn) | -5 | -3 | 4 | 116 | -5 | 789* | -7 | 2 | 2 | 1.5 | 3
CCCc1[nH]nc2c1C1(CCOC1C)C(C#N)=C(N)O2 (stereo not drawn) | -1 | -18 | -2 | 104 | -4 | 255 | -9 | 21 | -6 | -1.0 | 18
NC(=O)c1ccc(N2CCN(c3ccc(O)cc3)CC2)c([N+](=O)[O-])c1 | 1 | -3 | 2 | 92 | -9 | 3 | 0 | 16 | -3 | -0.4 | 3
NC(=O)COC(=O)c1ccc(Cl)c(S(=O)(=O)N(Cc2ccccc2)c2ccc(Cl)cc2)c1 | -10 | 10 | -2 | 81 | -9 | -19 | -11 | 3 | -9 | 0.2 | -10
O=C(COc1cc2oc(=O)cc(-c3ccccc3)c2cc1Cl)NC(Cc1c[nH]c2ccc(O)cc12)C(=O)O (stereo not drawn) | -1 | 18 | nt | nt | -3 | 7 | -7 | 9 | 5 | -2.5 | -18
CCN(C(=O)Cn1c(=O)oc2cc(S(=O)(=O)N3CCOCC3)ccc21)c1ccccc1 | 3 | nt | nt | 100 | -15 | -11 | -11 | 11 | -5 | 0.5 | nt
CCCCNS(=O)(=O)c1ccc2nc(SCC(=O)N3CC(C)OC(C)C3)[nH]c2c1 (stereo not drawn) | -3 | 6 | -1 | 85 | 3 | -6 | 3 | 24 | -6 | 1.9 | -6
Nc1c(Cl)ncnc1N/N=C/c1cccc(O)c1 | 28 | nt | -4 | 98 | -4 | -13 | -11 | 9 | -1 | -2.3 | nt
CC(C)Sc1nc2c(c(=O)n1-c1ccc(F)cc1)SCC2 | -8 | 9 | 12 | 100 | 3 | -29 | 2 | 5 | -10 | -1.2 | -9
O=[N+]([O-])c1cccnc1Oc1ccc(F)cc1 | -5 | 15 | 1 | 110 | 9 | 8 | -4 | 39 | -4 | 0.0 | -15
Cc1cccc(CCN2C(Nc3ccccc3)=NC[C@@H]2CC(C)C)c1 | -42 | 18 | nt | 101 | 2 | -6 | -4 | -5 | -1 | -0.2 | -18
O=C(Cc1ccsc1-c1ccccc1)NO | -17 | 5 | 2 | 109 | 4 | -2 | 0 | -4 | 3 | -0.5 | -5
O=C(CN1C(=O)c2ccccc2S1(=O)=O)c1ccc2c(c1)OCCCO2 | nt | 9 | -2 | 100 | -1 | 6 | -4 | -11 | 4 | -0.2 | -9
C/C(=N\Nc1nccnc1Cl)c1ccc(O)c(C)c1 | nt | 7 | 0 | 119 | -5 | -11 | -2 | 27 | -3 | 1.9 | -7
O=S(=O)(c1ccc(-c2csc(=Nc3ccccc3)n2CCCN2CCOCC2)cc1)N1CCOCC1 | -9 | 16 | 1 | 118 | -2 | -12 | -7 | 12 | -5 | -1.9 | -16
COc1ccc(S(=O)(=O)N(CCCN2CCCC2=O)Cc2cc3c(C)cc(C)cc3[nH]c2=O)cc1 | 3 | -23 | nt | 109 | -15 | nt | -9 | 2 | -1 | -3.6 | 23
COc1ccc(NC(=O)CN(c2ccc(C)cc2)S(=O)(=O)c2c(C)nn(C)c2C)cc1OC | -1 | -2 | -1 | 101 | 11 | -10 | 4 | 1 | -1 | -2.3 | 2
COc1ccc(OC)c(NC(=O)CSc2nnc(CNC(=O)c3cc(OC)c(OC)c(OC)c3)o2)c1 | 7 | -1 | 0 | 103 | 0 | 9 | -11 | 30 | 8 | -0.5 | 1
O=C(CCCN1C(=O)c2cccc3cccc(c23)C1=O)N1CCN(Cc2ccc3c(c2)OCO3)CC1 | -17 | -19 | nt | nt | 1 | nt | 19* | 1 | 1 | -0.9 | 19

Screens: PubChem, several laboratories
